Cneo AK release – causes C. neoformans cell lysis. adenylate kinase release luminescence, 4 h; normalised: neutral wells 0, clomiphene wells 100. hit rate 0.2% among 360,000. lysis activity, % at 15 µM;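 active = mean lysis activity across replicates of at least 80%, whatever share of replicates individually reach that level; inactive = mean lysis activity below 80%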
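Assay system: C. neoformans cells. Amount: yeast cell density of 5 × 10^6 cells/mL. Technique: AK luminescence. Buffer or medium: YPD. Times: static 4 h at 37 °C with compound, 1 h detection. Dosing: single-point compound dose. Read-out: lysis from increased AK signal.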
miR122 inh – inhibitors of miR-122 in Huh7 cells; Huh7 miR-122 Renilla luciferase sensor, 48 h; neutral wells = 0, positive control = 100; hit rate 0.3% among 340,000; activation (reporter increase), % at 12.5 µM;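 active = mean replicate activation score at least 90 and every replicate individually at or above 90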;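 note: higher luciferase means less miR-122 activity so hits act as miR-122 inhibitors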
PGC1a acetyl inh – modulators of PGC1a acetylation. inhibition, % at 15.6 µM. U2OS PGC1a acetylation, AlphaScreen anti-acetyl-lysine; with virally co-expressed GCN5 acetyltransferase. hit rate 0.17% among 350,000. AID 651687;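 active = every replicate shows inhibition of at least 40%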;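 note: 0% = neutral control wells and 100% = positive control wells; some results beyond the cut were filed as inactive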
The depositor's hits bear a star. The list is partial; rates above refer to the full screens.

No.	Structure	Cneo AK release	miR122 inh	PGC1a acetyl inh
1	Cc1ccc(C)c(S(=O)(=O)Nc2ccccc2C(=O)Nc2cc(C)on2)c1	0	12	1
2	CCCc1c(C)c2c(C)[nH]nc2oc1=O	2	-6	8
3	Cc1csc(NC(=O)c2nc3nc(C)cc(C)n3n2)n1	1	-4	-5
4	COC(=O)c1ccc(NC(=O)CCn2cccc2)cc1	-1	-4	5
5	Cn1c(=O)c2c(nc3sccn32)n(C)c1=O	-2	0	-6
6	CCN(CC(=O)NCc1ccc(F)cc1)Cc1nc2cc(Cl)ccc2c(=O)[nH]1	-3	1	1
7	Cn1c(/C(C#N)=C(\O)CN2CCN(Cc3ccccc3)CC2)nc2ccccc21	-2	-5	-19
8	Cc1ccccc1S(=O)(=O)Nc1cccnc1	2	17	2
9	CCOC(=O)N1CCN(C(=O)CCn2nc(-c3ccc(Cl)cc3)ccc2=O)CC1	2	6	-3
10	CCOC(=O)N1CCN(C(=O)CCc2c(C)nc3nc(C)nn3c2C)CC1	-1	-2	8
11	Cn1c(-c2ccccc2O)cc2ccccc21	0	2	-6
12	CCc1c(C)sc(NC(=O)c2ccc(Br)o2)c1C(=O)OC	1	5	-15
13	CC1CC2(CCCCC2)Nc2c1ccc1ccccc21 (stereo not drawn)	0	5	3
14	Cc1ccc(CNc2nc3ccccc3s2)s1	-11	-3	4
15	COc1ccc(C(=O)Nc2ccc(S(=O)(=O)Nc3cc(C)nc(C)n3)cc2)c(OC)c1	-2	13	3
16	CCC(=O)Nc1c(C)nn(C(=O)CC)c1C	2	30	6
17	Cc1ccc(NC(=O)CCC(=O)NNC(=O)Cc2ccccc2)cc1C	0	-2	13
18	O=c1[nH]c(=O)n(Cc2ccccc2)c2nc(-c3ccco3)cc(C(F)(F)F)c12	2	5	10
19	CCCOc1ccc(N2C(=O)CC(N(CCC)C(=O)CCC(=O)O)C2=O)cc1 (stereo not drawn)	0	-3	4
20	COc1cc(CNCCSc2nnnn2C)cc(Br)c1OCc1ccc(F)cc1	1	7	-7
21	CCOc1ccccc1C(=O)N(CCC(=O)OC)c1ccccn1	3	-2	-1
22	CC(C)CNC(=O)COC(=O)c1cc(S(=O)(=O)N2CCCCC2)ccc1N1CCOCC1	-1	-1	12
23	COc1ccc(NCc2n[nH]nc2-c2ccccc2)cc1Cl	1	6	-14
24	CCOc1c(Cl)cnn(-c2ccc(C)cc2)c1=O	2	1	-1

The list goes on; it opens with the four that closed the last part.
No.	Structure	Cneo AK release	miR122 inh	PGC1a acetyl inh
21	CCOc1ccccc1C(=O)N(CCC(=O)OC)c1ccccn1	3	-2	-1
22	CC(C)CNC(=O)COC(=O)c1cc(S(=O)(=O)N2CCCCC2)ccc1N1CCOCC1	-1	-1	12
23	COc1ccc(NCc2n[nH]nc2-c2ccccc2)cc1Cl	1	6	-14
24	CCOc1c(Cl)cnn(-c2ccc(C)cc2)c1=O	2	1	-1
25	CCC1SC2=NC(C)=C(C(=O)OC)C(c3ccc(C)cc3)N2C1=O (stereo not drawn)	-1	-6	1
26	Clc1ccc(CNc2nnnn2-c2ccccc2)c(Cl)c1	-1	48	10
27	O=C(c1ccc(Cl)cc1)N1CCN(C(=O)c2ccco2)CC1	-2	-2	6
28	COc1ccc(CC2S/C(=C(\C#N)C(=O)NCc3ccco3)N(c3ccc(C)cc3)C2=O)cc1 (stereo not drawn)	-1	2	-11
29	Clc1ccc(-c2nnc(SCc3ccon3)o2)c(Cl)c1	-27	0	-13
30	COC(=O)c1ccc(N(C(=O)c2ccco2)C(C(=O)NC2CCCC2)c2ccco2)cc1 (stereo not drawn)	0	2	-1
31	CC(=O)C1=C(O)C(=O)N(CCCCCC(=O)O)C1c1ccc(N(C)C)cc1 (stereo not drawn)	3	-3	-3
32	O=C(OCn1nnc2ccccc2c1=O)c1ccc(S(=O)(=O)N2CCOCC2)cc1	4	1	0
33	COC(=O)C1=C(C)N=C2SC(C#N)=C(N)N2C1c1ccc(OCc2ccccc2)cc1 (stereo not drawn)	-4	-5	-17
34	O=C(NCc1ccc2c(c1)OCO2)c1cccc(F)c1	1	1	-4
35	CN(C)c1ccc(C2OC(=O)C3(CCCC3)C(=O)C2(C)C)cc1 (stereo not drawn)	-2	-4	4
36	CCOc1cc2c(cc1C(C)(C)C)NC(=O)CS2	0	2	-13
37	COc1ccc(NC(=O)CCSc2cc(C)c3ccccc3n2)cc1	0	-2	-1
38	N/C(=N\OC(=O)c1ccccc1Cl)c1cccnc1	-5	13	0
39	O=C(O)c1cccc(C(=O)Nc2cccc(NC(=O)C3CCCO3)c2)c1 (stereo not drawn)	0	-1	3
40	O=C(OCC(=O)N1CCN(C(=O)c2ccco2)CC1)c1ccccc1OCc1ccccc1	-2	0	-1

One compound at a time, from the list above. Screens in order: Cneo AK release, miR122 inh, PGC1a acetyl inh
O=C(OCC(=O)N1CCN(C(=O)c2ccco2)CC1)c1ccccc1OCc1ccccc1 is listed as -2, 0, -1
O=C(NCc1ccc2c(c1)OCO2)c1cccc(F)c1 is listed as 1, 1, -4

Additional records:
No.	Structure	Cneo AK release	miR122 inh	PGC1a acetyl inh
41	COC(=O)Cn1c2[n+](c3ccccc31)CC(O)CS2 (stereo not drawn)	1	-7	0
42	COc1ccc(-c2nnc(SC3CCOC3=O)n2C2CCCCC2)cc1OC (stereo not drawn)	-3	-4	10
43	COc1ccccc1N1CCN(C(=O)C2CC=CCC2C(=O)O)CC1 (stereo not drawn)	2	-3	18
44	Cc1ccc2[nH]c3c(c2c1)CN(C(=O)CN1CC(C)OC(C)C1)CC3 (stereo not drawn)	1	3	10
45	Cc1ccc(-c2csc(NC(=O)c3cccc(N4C(=O)CCC4=O)c3)n2)o1	-5	-1	8
46	CCCc1nc2oc3c(NCCN(C)C)ncnc3c2c2c1CCCC2	3	-21	-10
47	Cc1nnc(SCC(=O)Nc2ccc3c(c2)OCO3)o1	0	-4	7
48	CCN(CC)P(=O)(C(NC(=O)OC)C(F)(F)C(F)(F)C(F)(F)C(F)F)N(CC)CC (stereo not drawn)	0	-2	1
49	COc1ccc(OC)c(C(=O)CSc2nnc(-c3cccs3)n2C)c1	1	3	-5
50	CCOc1cccc(-c2nc3cc(C)ccc3o2)c1	-8	-3	0
51	CCC(C)Nc1nc(OC)nc(N(C)C#N)n1 (stereo not drawn)	-1	-11	-2
52	O=S(=O)(Nc1ccc(-c2csc(-c3ccccc3)n2)cc1)c1ccc(F)cc1	-3	0	-10
53	COc1cccc(NC(=O)N[C@@H](Cc2ccccc2)C(=O)O)c1	-2	1	9
54	CCN(CC)Cc1c(CC(C)C)oc(C)c1C(=O)O	-2	2	3
55	Cc1cc(NC(=O)CCC(=O)N(c2ccccc2)C2(C(=O)NC3CCCCC3)CCCC2)no1	-2	-7	-11
56	CC(=O)Nc1ccc(OCC=C(Cl)Cl)cc1	-1	-8	-6
57	COc1cc(C2C(C(C)=O)=C(C)Nc3ncnn32)ccc1O (stereo not drawn)	-1	-4	-6
58	Cc1cccc(NCc2ccccc2O)c1	2	2	-14
59	COc1ccc(N2C3=[N+](CCCC3)CC2(C)O)cc1 (stereo not drawn)	0	0	-10
60	O=C(c1ccccc1Oc1ccccc1)N1CCN(c2ccccc2F)CC1	1	5	-14
61	Cc1c(Br)c([N+](=O)[O-])nn1CC(=O)N1CCCc2ccccc21	2	-3	-2
62	Cc1ccc(CNC(=O)C2CC(=O)N(C3CCCCCCC3)C2)cc1 (stereo not drawn)	0	4	3
63	CC(C)(C)c1ccc(S(=O)(=O)NCCc2ccncc2)cc1	0	-32	-3
64	CS(=O)(=O)N1CCC(C(=O)Nc2ccccc2)CC1	1	-1	17
65	O=C1CCCc2ccccc2N1Cc1ccc(Cl)cc1	-1	0	-33
66	CC1(C)OC(=O)N(c2ccccn2)C1(C)O (stereo not drawn)	4	-5	-7
67	COC(=O)C(C)n1cnc2c(cnn2-c2ccc(Cl)cc2)c1=O (stereo not drawn)	-6	-1	9
68	COc1ccc(OCCOCC(O)CN2CCOCC2)cc1 (stereo not drawn)	-3	-3	3
69	CCCS(=O)(=O)N1CCCC(C(=O)NCCN(CC)CC)C1 (stereo not drawn)	2	-3	0
70	CCc1ccc(CNCc2cccnc2)cc1	-2	1	10
71	O=C(COC(=O)c1ccc(Sc2ccccc2)c([N+](=O)[O-])c1)NC1CCCc2ccccc21 (stereo not drawn)	-3	5	-6
72	Cc1cccc(C)c1-n1c(SCC(=O)NCc2ccco2)nc2ccccc2c1=O	-2	-4	-17
73	CCCCn1cnc2c(cnn2-c2ccc(Cl)cc2)c1=O	-3	1	3
74	Cc1ccc(-c2cc(C(=O)NCc3cccs3)no2)cc1	0	-1	16
75	C/C(=N\NC(=O)c1nn(C)cc1Br)c1cccc(NC(=O)C(C)(C)C)c1	-4	2	4
76	CCC(=NC1CC(C)(C)NC(C)(C)C1)C1=C(O)CC(C)(C)CC1=O	-4	-4	10
77	COc1ccc(Nc2nc(C(C)(C)C)nc3c2nnn3Cc2ccccc2Cl)cc1OC	-4	-6	6
78	C=CCNC(=O)CCCOc1cccc(C)c1	-1	-3	8
79	c1ccc(-c2nn3c(-c4ccco4)nnc3s2)nc1	0	-3	-9
80	Cn1nnnc1-c1cc(Br)ccc1NC(=O)c1ccccc1	-3	-8	-8
81	C=C(C)C(=O)Nc1cccc(C(C)=O)c1	3	-5	-8
82	C=CCn1c(SCc2ccc(Cl)cc2)nc2c1c(=O)[nH]c(=O)n2C	5	-3	0
83	CC1CCN(C(=O)Cn2c(=O)oc3ccccc32)CC1	0	-2	6
84	Cc1ccccc1-c1nnc(-c2ccccc2)o1	-3	17	-11
85	COn1c(-c2ccccc2)nc2c1CCc1nonc1-2	-5	-1	2
86	COc1cc(=O)n(C)c2cc(N(C)C)ccc12	0	-6	3
87	CC1=C(C(=O)Nc2ccccc2)C(c2ccc(C)o2)n2ncnc2N1 (stereo not drawn)	-2	-2	-6
88	COc1ccc(CC(=O)N2CC(=O)N(CCc3ccccc3)C(=O)C2)cc1	3	3	1
89	COc1ccc(N2CCN(C(=O)c3ccc(NC(=O)C4=CSCCO4)cc3)CC2)cc1	-2	-3	3
90	O=C(Cn1ccc2ccccc2c1=O)Nc1ccc2c(c1)OCO2	-3	-1	5
91	COc1ccc(Cl)cc1NC(=O)c1cccnc1	2	-2	0
92	CCCOc1ccc(N2C(=O)CC(N3CCC(c4nncn4CC)CC3)C2=O)cc1 (stereo not drawn)	-6	-3	8
93	Cc1ccc(N2C(=O)CSC23C(=O)Nc2ccccc23)cc1 (stereo not drawn)	0	-4	-1
94	COC(=O)c1ccccc1N(C)C(=O)C12CCC(C)(C(=O)O1)C2(C)C (stereo not drawn)	5	-2	3
95	CS(=O)(=O)N(CCc1ccccc1)CC(=O)N1CCN(c2ccc(F)cc2)CC1	-2	-6	-10
96	CCOC(=O)c1[nH]c2cc3c(cc2c1NC(=O)CN1CC(C)CC(C)C1)OCO3 (stereo not drawn)	2	9	1

Following part
No.	Structure	Cneo AK release	miR122 inh	PGC1a acetyl inh
97	CC(=O)C1=C(C)Nc2ncnn2C1c1ccccc1OCc1ccccc1 (stereo not drawn)	1	-5	6
98	COc1ccc(CNC(=O)C(NC(C)=O)C(=O)Nc2ccc(OC)cc2)cc1 (stereo not drawn)	2	0	2
99	Cc1nnc(SCCn2c(N3CCC(C)CC3)nc3c2c(=O)n(C)c(=O)n3C)s1	-1	-3	-5
100	CSc1ccccc1NC(=O)c1ccncc1	-2	-3	10
101	COc1ccc(N2C(=O)CC(NC34CC5CC(CC(C5)C3)C4)C2=O)c(OC)c1 (stereo not drawn)	-1	25	-3
102	CCCCNS(=O)(=O)c1ccc2nc(SCC(=O)c3ccc(C#N)cc3)[nH]c2c1	-1	58	-2
103	CC(C)CCNC(=O)CCCOc1ccccc1	0	1	12
104	COCCNC(=O)C(c1cccs1)N(C(=O)Cn1nnc2ccccc21)c1cccc(C)c1 (stereo not drawn)	1	0	-5
105	CC(C)CNC(=O)c1ccc(COc2ccc(Cl)cc2Cl)o1	7	-8	-34
106	Cn1ncc(Br)c1NC(=O)c1cc(Cl)cc(Cl)c1	1	1	7
107	Cc1nc(=O)c(-c2ccccc2)c(C)n1-c1cccc(C(=O)O)c1	-1	-5	3
108	CN(Cc1cc2ccccc2[nH]c1=O)S(=O)(=O)c1ccccc1	0	-5	-13
109	CC(O)c1cc2c(s1)c1cnn(Cc3ccccc3F)c(=O)c1n2C (stereo not drawn)	41	-8	-5
110	C=C1c2cccc(OC)c2O[C@H](C(=O)OCC)[C@@H]1CCCCCC	1	1	-4
111	O=S(=O)(/N=C(/Nc1cccc2ccccc12)c1ccccc1)c1cccs1	-2	13	-11
112	CCOc1ccc2[nH]c(=O)c(C(c3nnnn3CCOC)N3CCOCC3)cc2c1 (stereo not drawn)	7	0	-9
113	O=c1cc(-c2ccccc2Cl)oc2c(NS(=O)(=O)c3cc(Cl)cc(Cl)c3O)ccc(O)c12	-3	3	8
114	CCCNC(=O)NC(=O)COC(=O)c1oc2ccc(OCC)cc2c1C	1	-1	-8
115	Cc1ccc2nnc(Cl)n2n1	-1	-1	-2
116	Cn1c(SCc2ccc3c(c2)OCO3)nnc1-c1ccccc1	3	5	3

A draw from above in order of length of the SMILES, descending.
No.	Structure	Cneo AK release	miR122 inh	PGC1a acetyl inh
112	CCOc1ccc2[nH]c(=O)c(C(c3nnnn3CCOC)N3CCOCC3)cc2c1 (stereo not drawn)	7	0	-9
116	Cn1c(SCc2ccc3c(c2)OCO3)nnc1-c1ccccc1	3	5	3
115	Cc1ccc2nnc(Cl)n2n1	-1	-1	-2
